HRas wt GTP bind = changes GTP binding to wildtype human HRas; GST-Ras wt beads, Bodipy-FL-GTP binding, flow cytometry; actives lie on both sides; GTP binding activity, % at 10 µM; 0.14% of 190,000 active;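 active = GTP binding activity at least 20% away from the 100% baseline, either lowered as inhibitor or raised as activator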;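 note: 0% = unlabeled GTP competition control and 100% = no-compound control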
Target sequence (P01112 whole entry, looked up): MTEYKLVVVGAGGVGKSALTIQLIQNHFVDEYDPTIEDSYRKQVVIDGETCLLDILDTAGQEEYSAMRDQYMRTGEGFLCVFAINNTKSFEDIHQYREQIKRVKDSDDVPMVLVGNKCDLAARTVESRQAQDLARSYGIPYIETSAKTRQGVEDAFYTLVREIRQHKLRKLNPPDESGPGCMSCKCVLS
Avidin bead fluor = compound fluoresces at 488/530 nm on avidin beads | fluorescence (KMESF) at 10 µM | compound fluorescence 488/530 nm, flow cytometry; stronger effect = higher value | 0.38% of 220,000 active | AID 1775; in the data active = fluorescence above about 47; note: inactives centre near 10
Pf gamet viab = inhibitors of late stage P. falciparum gametocyte viability; AID 743093; inhibition, % at 10.9 µM; P. falciparum stage V gametocytes, ATP luminescence, 24 h; 0.065% of 150,000 active;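 active = inhibition above the mean plus 3 SD of compounds within the control limits, set per campaign, cut at about 38% in these data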;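 note: 0% = DMSO wells and 100% = medium only without gametocytes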
Rac1 mut GTP = alters GTP binding to activated mutant human Rac1; P63000; GST-Rac1 activated beads, fluorescent GTP binding, flow cytometry; actives lie on both sides; 100% means binding = to untreated wells; percent activity (GTP binding), % at 10 µM; 0.11% of 190,000 active;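 active = GTP binding at least 20 percentage points away from the 100% baseline, in either direction, so actives lie on both sides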
ABCG2 block = inhibitors of human ABCG2 transporter, ABCB1 counter-screen; AID 1325; inhibition, % at 6.6 µM; IgMXP3 cells, JC-1 efflux, flow cytometry; 0.1% of 190,000 active;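 active = inhibition above 80%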;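 note: 0% = DMSO and 100% = nicardipine control wells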
Target sequence (Q9UNQ0 whole entry, looked up): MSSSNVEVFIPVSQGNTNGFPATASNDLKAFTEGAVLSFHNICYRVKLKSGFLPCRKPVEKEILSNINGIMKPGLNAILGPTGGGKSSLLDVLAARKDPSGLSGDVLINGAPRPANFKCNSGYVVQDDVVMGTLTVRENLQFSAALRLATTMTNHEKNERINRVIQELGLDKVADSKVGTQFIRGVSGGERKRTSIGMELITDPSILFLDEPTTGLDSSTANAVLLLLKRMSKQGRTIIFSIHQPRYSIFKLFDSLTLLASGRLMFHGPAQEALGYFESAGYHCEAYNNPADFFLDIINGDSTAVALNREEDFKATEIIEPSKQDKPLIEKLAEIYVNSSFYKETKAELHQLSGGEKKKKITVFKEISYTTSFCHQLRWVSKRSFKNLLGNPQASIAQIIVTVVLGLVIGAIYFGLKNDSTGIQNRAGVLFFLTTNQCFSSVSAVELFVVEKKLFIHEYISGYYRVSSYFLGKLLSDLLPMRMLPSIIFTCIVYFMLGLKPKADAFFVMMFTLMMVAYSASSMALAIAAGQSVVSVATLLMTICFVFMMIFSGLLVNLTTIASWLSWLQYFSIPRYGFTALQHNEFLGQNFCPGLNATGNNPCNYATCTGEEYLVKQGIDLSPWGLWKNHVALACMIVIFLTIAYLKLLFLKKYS
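Test system: IgMXP3 (ABCG2) plus far-red-tagged CCRF-Adr (ABCB1) cells. Reagent: JC-1 dye as substrate. Timing: 10 min exposure at 25 °C with rotation, no wash. Measured by: flow cytometric JC-1 green MFI at 530 nm. Read-out: percent efflux inhibition, scaled nicardipine 100% to DMSO 0%. Control set: nicardipine and DMSO wells.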
Rab7 wt modul = modulators of GTP binding to dog Rab7 wildtype GTPase; GST-Rab7 beads, fluorescent GTP binding, flow cytometry; actives lie on both sides; untreated = 100%, excess cold GTP = 0%; 0.055% of 190,000 active; GTP binding activity (percent of control), % at 10 µM;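 active = fluorescent GTP binding to Rab7 beads changed by at least 20 points from the 100% baseline, either direction, mostly lower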;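 note: median green fluorescence of bound Bodipy-FL-GTP per Rab7 bead population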
Rab2 wt GTP = changes GTP binding to wildtype dog Rab2A, up or down. P61105. GST-Rab2 wt beads, Bodipy-GTP binding, flow cytometry. GTP binding activity, % at 10 µM. 0.19% of 190,000 active. AID 760;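 active = GTP binding activity at least 20 points away from 100%, either lowered or raised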;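 note: 0% = beads with excess unlabeled GTP and 100% = no-compound control corrected for plate trend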
ABCB1 inh = human ABCB1 inhibition, ABCG2 as counter-screen; P08183; CCRF-Adr cells, JC-1 efflux, flow cytometry; 0.067% of 190,000 active; inhibition, % at 6.6 µM; AID 1326; in the data active = inhibition above about 40%;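 note: 0% = vehicle and 100% = reference inhibitor; higher value means more JC-1 retained so stronger ABCB1 efflux block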
Cdc42 wt = changes GTP binding to wildtype human Cdc42; P60953; GST-Cdc42 beads, Bodipy-GTP binding, flow cytometry; actives lie on both sides; percent activity (GTP binding), % at 10 µM; 0.2% of 190,000 active; AID 761;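 active = percent activity GTP binding at least 20 points away from the 100% baseline, either down as inhibitor or up as activator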;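 note: median bead fluorescence of bound Bodipy-FL-GTP at 100 nM; 0% = excess unlabeled GTP control and 100% = no compound control; below 100% means less GTP binding so inhibitor and above means activator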
Target sequence (P60953 whole entry, looked up): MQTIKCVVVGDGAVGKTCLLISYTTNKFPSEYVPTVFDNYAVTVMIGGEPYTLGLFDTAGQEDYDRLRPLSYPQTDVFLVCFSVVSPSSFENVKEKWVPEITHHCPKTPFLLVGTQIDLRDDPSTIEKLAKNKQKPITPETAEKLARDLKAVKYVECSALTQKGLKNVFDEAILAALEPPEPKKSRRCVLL
Rac1 wt GTP bind = human Rac1 wildtype GTP binding, inhibitors and activators. GST-Rac1 beads, fluorescent GTP binding, flow cytometry; actives lie on both sides; 0 = cold GTP competed, 100 = untreated. P63000. GTP binding activity (% of control), % at 10 µM. 0.27% of 190,000 active;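 active = GTP binding activity at least 20 points away from the 100% control level, either lower or higher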
Mcl1-Noxa inh = Mcl-1/Noxa interaction inhibition; Q07820; TR-FRET Mcl-1/Noxa peptide binding, 2 h; inhibition, % at 21.7 µM; 1.5% of 220,000 active; AID 1022;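 active = compounds that cut the protein-peptide binding signal by more than 50% relative to plate controls in a single-dose test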;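 note: His-tagged Mcl-1 with rhodamine Noxa BH3 peptide and terbium anti-His antibody; 0% = Mcl-1 plus Noxa peptide wells and 100% = peptide-only wells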
Active calls of the source: *; x = no result given.

1	O=C(COC(=O)C1(c2ccccc2)CC1)N1CCN(c2ccc(F)cc2)CC1
2	CCn1c(Cc2cccs2)nnc1SCC(=O)NC(C)(C)C
3	O=C(NCc1ccncc1)c1ccc(Oc2ccccc2)cc1
4	COc1cc(/C=C(/C#N)C(=O)Nc2ccccc2)ccc1OCc1ccc(C(=O)O)cc1
5	CCN(CC)CCNC(=O)c1ccc(NC(=O)c2ccc(Cl)c(S(=O)(=O)Nc3ccccc3OC)c2)cc1
6	O=C(NCc1cn2ccsc2n1)Nc1cccc(Cl)c1
7	COc1ccccc1CC(=O)Nc1ccc(-c2noc(COc3cccc(C)c3C)n2)cc1
8	Cc1oc2ccc(O)cc2c1C(=O)OC(C)C

screen / no.,1,2,3,4,5,6,7,8
HRas wt GTP bind,99,99,98,92,104,102,98,89
Avidin bead fluor,16,10,23,11,41,36,6,6
Pf gamet viab,x,x,-1,5,x,x,x,x
Rac1 mut GTP,95,95,99,89,100,100,96,87
ABCG2 block,-1,3,3,4,-1,48,3,10
Rab7 wt modul,97,106,98,100,102,102,97,90
Rab2 wt GTP,97,103,93,91,102,100,98,90
ABCB1 inh,-2.2,0.4,0.6,0.2,0.2,1.7,0.7,0.1
Cdc42 wt,96,99,95,94,105,101,98,93
Rac1 wt GTP bind,93,99,108,90,103,104,96,91
Mcl1-Noxa inh,-7,2,9,-6,8,10,0,5

The last four entries of the part before are carried over, then new ones follow.
5	CCN(CC)CCNC(=O)c1ccc(NC(=O)c2ccc(Cl)c(S(=O)(=O)Nc3ccccc3OC)c2)cc1
6	O=C(NCc1cn2ccsc2n1)Nc1cccc(Cl)c1
7	COc1ccccc1CC(=O)Nc1ccc(-c2noc(COc3cccc(C)c3C)n2)cc1
8	Cc1oc2ccc(O)cc2c1C(=O)OC(C)C
9	COC(=O)c1sc(NC(=O)CSc2nnc(Cn3nnc4ccccc43)n2C)nc1C
10	COc1ccc(C(NC(=O)c2cccc(F)c2)c2ccccc2)cc1 (stereo unspecified)
11	N#CC1=C(Nc2ccccc2)SC=C(c2ccc(F)cc2)N=C1N1CCOCC1
12	CC(C)(Cl)C1Cc2cc3ccc(=O)oc3cc2O1 (stereo unspecified)
13	CCOC(=O)N1CCN(c2c(NCCc3ccc(C)cc3)c(=O)c2=O)CC1
14	O=C(O)C1CCCCC1C(=O)Nc1cnn(Cc2ccccc2)c1 (stereo unspecified)
15	CCCN(CCC)c1c([N+](=O)[O-])c(=O)oc2ccccc12
16	CC(=O)c1cccc2c(O)c(C3=Nc4ccccc4C3=O)[nH]c12

screen / no.,5,6,7,8,9,10,11,12,13,14,15,16
HRas wt GTP bind,104,102,98,89,98,100,102,104,95,100,96,97
Avidin bead fluor,41,36,6,6,10,8,28,21,10,7,7,19
Pf gamet viab,x,x,x,x,8,9,x,7,x,x,12,x
Rac1 mut GTP,100,100,96,87,100,97,102,100,96,94,97,95
ABCG2 block,-1,48,3,10,13,24,6,3,0,2,29,0
Rab7 wt modul,102,102,97,90,100,97,102,103,96,101,98,97
Rab2 wt GTP,102,100,98,90,97,99,101,99,95,98,98,97
ABCB1 inh,0.2,1.7,0.7,0.1,-0.3,1.6,0.8,0.1,0.2,0.5,1.5,-0.3
Cdc42 wt,105,101,98,93,102,98,103,104,94,100,96,97
Rac1 wt GTP bind,103,104,96,91,102,100,106,109,99,102,98,97
Mcl1-Noxa inh,8,10,0,5,11,4,4,-2,1,-4,6,62*

Looked up above.
#9 in Mcl1-Noxa inh reads 11
#10 in Rab2 wt GTP reads 99
#14 in ABCG2 block reads 2

The list goes on.
17	CN(Cc1nc(-c2cnccn2)no1)Cc1n[nH]c2c1CCCC2
18	O=C(Nc1cccc(S(=O)(=O)N2CCOCC2)c1)c1cnn2c(C(F)F)cc(-c3ccccc3)nc12
19	CC(C)CC(=O)Nc1cc([N+](=O)[O-])ccc1Cl
20	COCC(=O)Nc1ccc(S(=O)(=O)Nc2cc(C)nc(C)n2)cc1
21	CCCSc1cc(NCCOC(=O)CCC)c([N+](=O)[O-])c2nonc12
22	COc1ccc(C(NC(=O)/C=C\c2ccco2)c2ccc(OC)c(OC)c2)cc1 (stereo unspecified)
23	Cc1cccc(NC(=O)COC(=O)c2ccc3c(=O)n4c(nc3c2)CCC4)c1
24	Cc1ccc(NC(=O)C(=O)NCc2ccc(/C=C(/C#N)C(=O)NCc3cccnc3)o2)cc1C

screen / no.,17,18,19,20,21,22,23,24
HRas wt GTP bind,93,94,101,103,100,98,100,98
Avidin bead fluor,6,11,14,12,15,11,14,18
Pf gamet viab,2,-9,x,x,x,10,x,-5
Rac1 mut GTP,93,90,98,100,96,98,101,97
ABCG2 block,-1,-1,18,5,5,1,3,12
Rab7 wt modul,93,97,104,98,100,101,99,101
Rab2 wt GTP,94,94,104,105,98,99,100,97
ABCB1 inh,-3.3,0.0,-0.5,0.9,0.5,1.1,0.2,2.0
Cdc42 wt,97,91,103,105,100,99,100,100
Rac1 wt GTP bind,97,94,106,101,100,103,100,103
Mcl1-Noxa inh,13,-3,1,15,8,5,19,17

25	CCOC(=O)N1CCN(C(=O)c2ccc3c(c2)sc2nc(-c4ccccc4)cn23)CC1
26	CCc1cccc2c(C(=O)C(F)(F)F)cn(CC(=O)N3CCOCC3)c12
27	CCOC(=O)CC(NC(=O)C1c2ccccc2Oc2ccccc21)c1ccccc1Cl (stereo unspecified)
28	C=CCNC(=O)CC1C(=O)NCCN1Cc1ccc(-c2ccccc2)cc1 (stereo unspecified)
29	COc1ccc(C(=O)NCC(=O)OCC(=O)c2ccc(Cl)cc2)cc1OC
30	CCN(CC)CCCNC(=O)Cn1ncc2c(=O)oc3ccc(C)cc3c21
31	COc1ccccc1/C=C/C(=O)NCc1ccccn1
32	CCOC(=O)c1ccc(NC(=S)N2CCCC(C)C2)cc1 (stereo unspecified)

screen / no.,25,26,27,28,29,30,31,32
HRas wt GTP bind,105,99,100,98,96,97,94,95
Avidin bead fluor,8,8,9,9,10,8,9,9
Pf gamet viab,x,x,1,5,x,x,x,-10
Rac1 mut GTP,102,93,99,95,93,98,95,96
ABCG2 block,2,0,7,0,9,0,3,7
Rab7 wt modul,106,100,99,102,96,95,94,96
Rab2 wt GTP,102,96,99,97,95,98,96,96
ABCB1 inh,0.6,0.8,1.3,0.2,1.1,0.2,-0.3,2.7
Cdc42 wt,105,95,100,96,97,95,95,92
Rac1 wt GTP bind,108,97,100,101,98,98,94,97
Mcl1-Noxa inh,13,-5,14,24,1,14,-15,-8

33	CCN(CC)S(=O)(=O)c1cccc(NC(=O)COc2ccc(Cl)cc2Br)c1
34	Cc1ccc(-n2c(Cn3nc(C(F)(F)F)cc3C)n[nH]c2=S)cc1
35	NC(=O)c1sc2nc3c(c(-c4ccc(Cl)cc4)c2c1N)CCCC3
36	O=C(c1cc2c(=O)oc3ccccc3c2s1)N1CCOCC1
37	O=S1(=O)CCC(NCC2CCCO2)C1 (stereo unspecified)
38	COc1ccc(OC)c(-n2nnnc2SCC(=O)N2CCN(C(=O)c3ccco3)CC2)c1
39	COc1cccc(NC(=O)Nc2ccc(Cc3ccncc3)cc2)c1
40	O=C(c1ccccc1)N1CCCOC1c1ccccc1 (stereo unspecified)

screen / no.,33,34,35,36,37,38,39,40
HRas wt GTP bind,101,97,100,100,108,98,102,103
Avidin bead fluor,22,2,19,14,15,11,12,14
Pf gamet viab,16,x,4,x,24,2,-1,x
Rac1 mut GTP,99,97,97,98,95,98,100,101
ABCG2 block,49,-3,5,26,0,1,1,1
Rab7 wt modul,97,93,96,96,110,98,102,103
Rab2 wt GTP,97,96,97,102,110,98,99,101
ABCB1 inh,0.2,-1.9,1.4,0.8,0.3,0.2,0.0,0.1
Cdc42 wt,102,96,97,100,104,99,102,106
Rac1 wt GTP bind,103,98,96,105,103,103,104,105
Mcl1-Noxa inh,17,16,28,9,13,0,20,15

41	CC(C)=CCN1CCN(Cc2cn[nH]c2C2CCCCC2)CC1CCO (stereo unspecified)
42	Cc1occc1C(=O)NNC(=S)NCC(C)C
43	O=C(CC1OC(=O)c2ccccc21)NC1CCCCC1 (stereo unspecified)
44	CC[n+]1c(/C=C2\C=C(C)CC(C)C2)sc2ccccc21 (stereo unspecified)
45	Cc1ccc(C2=NNC(=O)C(c3ccc(Cl)cc3)C2)cc1 (stereo unspecified)
46	COc1cccc(C2C(C(N)=O)=C(C)Nc3nc(CCCO)nn32)c1OC (stereo unspecified)
47	CS(=O)(=O)N1CCN(c2ccccc2[N+](=O)[O-])CC1
48	CC(=O)Nc1ccc(NC(=O)c2cccc3c2-c2ccccc2C3=O)cc1

screen / no.,41,42,43,44,45,46,47,48
HRas wt GTP bind,101,98,99,99,104,102,96,92
Avidin bead fluor,4,28,13,13,7,26,8,99*
Pf gamet viab,x,x,x,x,-11,x,x,-10
Rac1 mut GTP,97,99,98,97,102,101,97,97
ABCG2 block,1,-1,-4,-2,4,7,2,0
Rab7 wt modul,105,98,100,102,102,101,97,93
Rab2 wt GTP,99,99,98,100,104,103,97,92
ABCB1 inh,2.3,-0.5,-1.1,-1.7,1.1,1.1,0.0,-0.3
Cdc42 wt,99,100,100,99,103,104,104,91
Rac1 wt GTP bind,101,102,105,102,104,107,93,93
Mcl1-Noxa inh,8,-22,-5,26,1,6,-6,-9

49	CCC(=O)NC(Nc1sc2c(c1C(=O)OC)CCCC2)(C(F)(F)F)C(F)(F)F
50	CCCCC(=O)/C=C/n1c(=S)oc2ccccc21
51	COC(=O)c1ccccc1NC1=C/C(=N\S(=O)(=O)c2cccs2)c2ccccc2C1=O
52	COC(=O)c1ccccc1OCCCN(C)C
53	Clc1ccccc1-c1nn2c(-c3ccccn3)nnc2s1
54	COc1cc(/C=C(\C#N)C(=O)NCC2CCCO2)c([N+](=O)[O-])cc1OC (stereo unspecified)
55	Cc1ccc(S(=O)(=O)NCC(=O)OCC(=O)c2ccc(Br)s2)cc1

screen / no.,49,50,51,52,53,54,55
HRas wt GTP bind,99,104,100,100,92,95,100
Avidin bead fluor,23,11,14,20,34,38,8
Pf gamet viab,28,1,x,10,5,-4,-14
Rac1 mut GTP,98,101,95,101,93,94,95
ABCG2 block,0,16,-1,0,67,1,-1
Rab7 wt modul,100,101,98,99,96,96,99
Rab2 wt GTP,98,100,100,100,90,93,99
ABCB1 inh,0.2,0.9,-0.2,-0.1,2.1,0.1,-0.9
Cdc42 wt,99,105,100,107,96,94,99
Rac1 wt GTP bind,99,108,101,110,95,95,100
Mcl1-Noxa inh,2,11,21,7,6,-7,21

Compounds were not picked by outcome; any-hit rate near 2.3%.
